Source: PubChem BioAssay
phage Ecoli inh = E. coli growth loss with phage present; growth absorbance; inhibition, % at 11.9 µM; 0.26% of 360,000 active; AID 651602; in the data active means inhibition above about 11%
Wnt bcat act = Wnt/beta-catenin pathway activation; Wnt/beta-catenin reporter cell assay, activator, plate reader; activation, % at 9.35 µM; 1.2% of 300,000 active; AID 743398; in the data active means activation above about 30%, passing the limit was not always enough;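 further: 0% = neutral control wells and 100% = positive control wells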
Active calls of the source: *. These rows are one share of the data (hit frequency here may not be typical).

Every second line gives: Wnt bcat act	phage Ecoli inh
- Cc1ccc(NC(=O)C2(C)CCN2C(=O)Cc2cc(F)ccc2F)cc1 (stereo not drawn)
    -0.9	1.6
- O=[N+]([O-])c1cc(Br)c2c(c1)CCN2
    0.7	4.1
- COc1cccc(C2=Cc3ccc(F)cc3C(CC(C)=O)N2c2ccc(C#CC3(O)CCCCC3)cc2)c1 (stereo not drawn)
    -2.1	2.5
- O=C(C=Cc1ccccc1F)c1ccccc1
    0.1	1.2
- CCOC1=C2CN(S(=O)(=O)c3ccc(C)cc3)[C@H](c3ccccc3)C[C@@H]2N(S(=O)(=O)c2ccc(C)cc2)[C@H](c2ccccc2)C1
    -2.8	3.7
- O=C(COC(=O)COc1ccc(Cl)cc1Br)NC1CCCC1
    1.0	1.2
- CCNC(=O)N1C[C@H]2CON(C)[C@H]2C[C@H]1c1ccccc1Br
    1.0	-0.2
- Fc1cccc(Cc2c(C3CCCCC3)nc3ccc(Cl)cn23)c1
    -2.9	2.9
- CC(C)C(=O)N1CCC1(C)C(=O)NCc1cc(Cl)ccc1F (stereo not drawn)
    -0.7	0.8
- COc1cc(NC(=O)CCc2c(C)noc2C)c(C(=O)O)cc1OC
    -3.0	1.9
- CC(C)(C(=O)N1CCC1(C)C(=O)NS(=O)(=O)c1cccc(C#N)c1)c1ccccc1 (stereo not drawn)
    -3.2	0.9
- COC(=O)c1c(NC(=O)C2COc3ccccc3O2)sc2c1CCN(C(=O)OC)C2 (stereo not drawn)
    0.1	0.9
- CCCOc1ccc(F)cc1-c1cc(C(=O)Nc2ccccc2)[nH]n1
    -1.0	2.5
- O=C1NC[C@H](CCCCN2C[C@H](Cc3ccc(O)cc3)N(Cc3ccccc3)C(=O)C2=O)N(CCc2ccc(O)cc2)C1=O
    -4.5	0.9
- NNc1ccc([N+](=O)[O-])c2[nH][nH]c(=O)c12
    4.5	0.6
- COc1ccc(N=C2SCC(=O)N2C)cc1
    -2.9	1.5
- C[C@@H]1CN([C@@H](C)CO)C(=O)c2cc(NC(=O)C3CCCCC3)ccc2O[C@@H](C)CCCCO[C@@H]1CN(C)Cc1ccncc1
    0.9	5.2
- CSC1=Nc2ccccc2N=C(N2CCCC2)C1
    3.0	3.1
- COC(=O)C1=C(C)N(Cc2ccc(C(F)(F)F)cc2)C(=NCc2ccc(C(F)(F)F)cc2)NC1c1cccc(F)c1 (stereo not drawn)
    -24.5	3.0
- COC(=O)C1=C(C)N(Cc2cccc(C(F)(F)F)c2)C(=NCc2cc(OC)c(OC)c(OC)c2)NC1c1ccc(F)cc1 (stereo not drawn)
    -8.3	2.9

Compounds from the list above containing a CF3 group:
Every second line gives: Wnt bcat act	phage Ecoli inh
- COC(=O)C1=C(C)N(Cc2ccc(C(F)(F)F)cc2)C(=NCc2ccc(C(F)(F)F)cc2)NC1c1cccc(F)c1 (stereo not drawn)
    -24.5	3.0
- COC(=O)C1=C(C)N(Cc2cccc(C(F)(F)F)c2)C(=NCc2cc(OC)c(OC)c(OC)c2)NC1c1ccc(F)cc1 (stereo not drawn)
    -8.3	2.9

More entries follow:
Every second line gives: Wnt bcat act	phage Ecoli inh
- Fc1ccc(-c2nc3c4ccccc4ccn3c2Cc2ccsc2)cc1
    11.8	3.4
- CCCCc1c(O)nc(SCC(=O)Nc2ccc(OC)cc2)n(-c2ccc(C)c(C)c2)c1=O
    -1.7	3.7
- O=C(NCCCN1CCOCC1)c1ccccc1N1C(=O)[C@@H]2Cc3c([nH]c4ccccc34)C(c3ccccc3)N2C1=O (stereo partly drawn)
    -1.7	2.3
- Cc1ccccc1COc1cccn2c(N(C)C(=O)CCC3CCCC3)c(C)nc12
    -2.4	1.1
- Cc1cccc(-c2ccc3[nH]c4c(c3c2)CCN2C[C@H]3[C@H](C)ON(C)[C@H]3C[C@@H]42)c1
    -2.2	2.1
- CC(=O)N1CCN(c2ccc(N3CCN(C(C)=O)[C@H](C)C3)c(C)c2)[C@H](C)C1
    -1.2	-0.3
- Clc1ccc(-c2nc3ccc(Br)cn3c2Cc2ccccc2)cc1
    5.1	2.6
- Cc1ccc([C@H]2C[C@H](O)[C@@H](n3cc(COC(=O)c4ccccc4)nn3)CN2Cc2cccs2)cc1
    -0.9	2.4
- CC1(C(=O)NS(=O)(=O)c2cccc(C#N)c2)CCN1C(=O)c1ccco1 (stereo not drawn)
    24.8	1.6
- COc1cc(C(=O)NCCNc2nc3c(C)cccc3cc2C#N)cc(OC)c1OC
    -0.6	1.9
- COC(=O)CCCn1cc(CN2CC(N3CCN(C)CC3)CS2(=O)=O)nn1 (stereo not drawn)
    -2.9	4.3
- O=C(O)CCCCN1C(=O)C=CC1=O
    -1.8	2.3
- CCCCN(C=O)c1c(CC)nc2c(OCCOc3ccc(F)cc3)cccn12
    -2.6	1.2
- CCc1nc2ccc(C(=O)N(C)Cc3ccco3)cn2c1N(C)Cc1ccc(OC)cc1
    -1.0	0.8
- Cc1cc(N2CCN(C(=O)OC(C)(C)C)C[C@@H]2C)ccc1N1C[C@@H](C)O[C@@H](C)C1
    -4.5	2.5
- O=C1Nc2cc(C(=O)N3CCOCC3)ccc2S/C1=C/c1ccccc1F
    -0.6	-0.8
- CC1(C)CC(=O)C=C(c2n[nH]nc2C2CC2)C1
    -1.0	2.0
- CCOc1ccccc1NC(=O)COC(=O)C1COc2ccccc2O1 (stereo not drawn)
    0.4	1.7
- CCCCC1Cc2[nH][nH]c(=O)c2C(c2ccc(Cl)cc2)O1 (stereo not drawn)
    -1.2	4.8
- CCOC(=O)[C@]12CCC=C1N(Cc1ccc3c(c1)OCO3)C(=O)[C@H](CC(=O)NCC13CC4CC(CC(C4)C1)C3)C2
    -4.1	3.0
- Cc1ccc(S(=O)(=O)NC(C)C(=O)OCC(=O)Nc2sccc2C(N)=O)cc1 (stereo not drawn)
    -2.2	4.7
- COC(=O)[C@H]1C[C@@]2(O)CN(S(=O)(=O)c3ccc(C)cc3)C[C@@]2(OC(=O)NCC2CCCCC2)C[C@H]1C(=O)OC
    -0.9	4.9
- CC(C)(C)c1ccc(C(O)c2ncc(-c3ccccc3F)[nH]2)cc1 (stereo not drawn)
    -2.9	3.0
- O=C1NC[C@H](CCCCN2C[C@H](Cc3ccc(O)cc3)N(CCC3CCCCC3)C(=O)C2=O)N(CC2CCCCC2)C1=O
    -1.8	0.2
- COc1cccc(C(=O)NCC2CCN(C(=O)C(=O)c3cc4ccccc4o3)CC2)c1
    -4.4	-1.6
- CCOC(=O)c1ccccc1NC(=O)COC(=O)C(CC)Oc1ccccc1 (stereo not drawn)
    -3.5	2.5
- Cc1ccc2nc3n(c(=O)c2c1)-c1cc2ccccc2cc1C(=O)NC3CC(C)C (stereo not drawn)
    -1.8	4.8
- N#CC(c1cccc([N+](=O)[O-])c1)C(CC(=O)c1ccccc1)c1ccccc1 (stereo not drawn)
    -2.5	2.5
- CC(C)[C@@H]1Cc2[nH]c(=S)[nH]c(=O)c2[C@H](CCc2ccccc2)O1
    -0.3	2.5
- COc1ccc(CN(C)C[C@@H]2OCCCC[C@H](C)Oc3ccc(NC(=O)Cc4ccccc4)cc3C(=O)N([C@@H](C)CO)C[C@@H]2C)cc1
    -3.7	1.2
- CC(=O)Nc1ccc(-c2ccnc3c2CC(C(=O)Nc2ccc(Cl)c(C(F)(F)F)c2)O3)cc1 (stereo not drawn)
    0.0	2.0
- Cc1cccc(C)c1[N+](=O)[O-]
    0.5	2.7
- COC(=O)[C@]12CCCCC=C1N(Cc1ccc3c(c1)OCO3)C(=O)[C@H](CC(=O)N1CCCC1)C2
    -1.7	4.0
- O=[N+]([O-])c1ccc(CN2CC(N3CCN(CC4CC4)CC3)CS2(=O)=O)cc1 (stereo not drawn)
    -5.4	5.1
- CNc1nc(Nc2ccc(C)cc2C)c2sccc2n1
    -1.9	5.3
- C[C@H]1NS(=O)(=O)c2cc(Cl)ccc2O[C@@H]1c1ccccc1
    -0.6	3.6
- CC1=C(C(=O)N(C(C)C)C(C)C)CC(CC(=O)NCC2CCCCC2)C(=O)N1Cc1ccccc1 (stereo not drawn)
    -0.2	1.2
- C[C@@H]1CCCCO[C@H](CN(C)C(=O)Cc2ccccc2)[C@H](C)CN([C@@H](C)CO)C(=O)c2cc(NC(=O)Nc3ccc(F)cc3)ccc2O1
    -4.9	7.6
- COC(=O)[C@]12CCCCC=C1N(Cc1cccc3ccccc13)C(=O)[C@H](CC(=O)NCCCN1CCCC1=O)C2
    -3.0	3.8
- O=S1(=O)CC(N2CCSCC2)CN1Cc1cn(Cc2ccc(C(F)(F)F)cc2)nn1 (stereo not drawn)
    -3.0	-0.9

Already shown: an excerpt of the list.
Every second line gives: Wnt bcat act	phage Ecoli inh
- Cc1ccc(S(=O)(=O)NC(C)C(=O)OCC(=O)Nc2sccc2C(N)=O)cc1 (stereo not drawn)
    -2.2	4.7
- COC(=O)[C@H]1C[C@@]2(O)CN(S(=O)(=O)c3ccc(C)cc3)C[C@@]2(OC(=O)NCC2CCCCC2)C[C@H]1C(=O)OC
    -0.9	4.9

Filtered by structure: the entries above containing a cyano group (4)
Every second line gives: Wnt bcat act	phage Ecoli inh
- CC(C)(C(=O)N1CCC1(C)C(=O)NS(=O)(=O)c1cccc(C#N)c1)c1ccccc1 (stereo not drawn)
    -3.2	0.9
- CC1(C(=O)NS(=O)(=O)c2cccc(C#N)c2)CCN1C(=O)c1ccco1 (stereo not drawn)
    24.8	1.6
- COc1cc(C(=O)NCCNc2nc3c(C)cccc3cc2C#N)cc(OC)c1OC
    -0.6	1.9
- N#CC(c1cccc([N+](=O)[O-])c1)C(CC(=O)c1ccccc1)c1ccccc1 (stereo not drawn)
    -2.5	2.5

Further compounds.
Every second line gives: Wnt bcat act	phage Ecoli inh
- Cc1ccc(NC(=O)C2(C)CCN2C(=O)Cc2ccccc2)cc1C (stereo not drawn)
    0.2	1.6
- CCCNC(=O)C1(C)CCCN(Cc2ccc(C(=O)OCC)o2)C1 (stereo not drawn)
    -2.1	1.6
- CCOC(=O)[C@]12CCCC=C1N(Cc1ccc(Cl)cc1Cl)C(=O)[C@H](CC(=O)N1CCOCC1)C2
    -1.1	-0.2
- CCCCN(C(=O)COc1ccc(F)cc1)c1c(N)n(CC(C)C)c(=O)[nH]c1=O
    -2.5	3.8
- COC(=O)[C@]12CCCCC=C1N(CCC1=CCCCC1)C(=O)[C@H](CC(=O)NCc1ccc(OC)c(OC)c1)C2
    -4.7	2.5
- COC(=O)[C@]12CCCCC=C1N(CCC1=CCCCC1)C(=O)[C@H](CC(=O)NCc1cccc3ccccc13)C2
    -2.3	0.7
- Clc1cccc(-c2nc3c4ccccc4ccn3c2Cc2ccccc2)c1
    3.6	2.8
- O=C(NCc1ccccc1)c1cc(C2CCCCN2C(=O)c2ccc3c(c2)CCO3)on1 (stereo not drawn)
    -4.0	-0.4
- COc1cc(C(=O)NC2CC(C)CC(C)(C)C2)cc(OC)c1OC (stereo not drawn)
    -2.7	2.8
- COc1ccc(C2CC(=O)C(c3cccc(OC)c3)=CN2Cc2ccccc2)cc1 (stereo not drawn)
    -5.7	2.7
- CN(Cc1ccccc1)C(=O)Nc1c(Cl)cccc1Cl
    -1.3	-0.8
- O=C(c1ccc2c(c1)OCO2)c1ccc[nH]1
    -7.0	4.4
- O=C(CSc1nc2ccccc2c(=O)n1-c1ccc(F)cc1F)NC1CCS(=O)(=O)C1 (stereo not drawn)
    -0.6	0.6
- COc1ccc(-c2cc3nc(C)cc(N4CCN(C(=O)c5cccnc5)CC4)n3n2)cc1
    0.5	3.4
- COc1cccc(-c2cnc3c(NC=O)cc(-c4ccccc4)cn23)c1
    -1.5	0.0
- COCCNc1nc(NCc2ccc(C)cc2C)c2sccc2n1
    -1.6	4.7
- CNc1cncc(-c2cc(C)c(O)c(C)c2)n1
    -2.3	1.9
- Cc1cc(NN=Cc2ccccn2)nc2c(C)cccc12
    -1.6	2.5
- CC1(C(=O)Nc2cccc3c2CCCC3)CCN1C(=O)C1(c2ccc(Cl)cc2)CC1 (stereo not drawn)
    -7.5	1.2
- CC(C)Cc1nnc(NS(=O)(=O)c2ccccc2)s1
    0.0	2.8
- Cc1ccc2nc(-c3ccccc3)c(Cc3ccsc3)n2c1
    22.3	-1.2
- CC1(Oc2ccc3ccccc3c2)CCN(Cc2ccc(OC(F)(F)F)cc2)C1 (stereo not drawn)
    -0.2	1.9
- CC(C)CNC(=O)C1(C)CCCN1Cc1ccccc1OC(F)F (stereo not drawn)
    -0.9	0.6
- CCCNC(=O)C1(C)CCN(C(=O)c2ccc3snnc3c2)C1 (stereo not drawn)
    -2.0	3.1
- O=C1O[C@@H](c2ccccc2)C[C@@H](O)[C@H](O)CCCCc2ccccc21
    -0.7	2.5
- C[C@@H]1COc2cccc(N3CCC[C@@H]3CO)c2S(=O)(=O)N1
    -5.2	-2.6
- C[C@H]1CN([C@@H](C)CO)C(=O)CCCn2cc(nn2)CO[C@@H]1CN(C)S(=O)(=O)c1cccs1
    -1.6	5.0
- Cn1c(=O)c2c(-c3ccccc3)n(-c3cc(Cl)c([N+](=O)[O-])cc3O)cc2n(C)c1=O
    -1.2	3.9
- Cc1ccsc1CNC(=O)C1(C)CCN1C(C)C (stereo not drawn)
    -0.3	2.5
- O=C(CCc1nc2sc3c(c2c(=O)[nH]1)CCCC3)NCCc1ccc(Cl)cc1
    -1.6	0.6
- Cc1cc(C(O)c2ncc(-c3ccc(Cl)cc3)[nH]2)ccc1F (stereo not drawn)
    -0.4	7.2
- CC(C)(C)c1ccccc1NC(=O)Nc1nc(C(N)Cc2ccc(F)cc2)cs1 (stereo not drawn)
    -16.5	5.0
- CCCS(=O)(=O)NC(=O)C1(C)CCN(C(=O)Cc2ccc(F)cc2)C1 (stereo not drawn)
    -0.7	0.3
- O=C(C(=O)N1CCN(C(=O)c2ccccc2C(F)(F)F)CC1)c1cccc(C(F)(F)F)c1
    -16.9	3.0
- CC1(C(=O)NCCC#N)CCN1C(=O)C1(c2ccccc2)CCCC1 (stereo not drawn)
    3.8	0.5
- CCOC(=O)C1=C[C@@H](C(C)(C)C)N(S(=O)(=O)c2ccc(OC)cc2)[C@H]1c1ccccc1
    -2.6	1.8
- CC1(C(=O)NS(=O)(=O)c2cccc(OC(F)F)c2)CCN1C(=O)c1ccco1 (stereo not drawn)
    -2.6	3.5
- COC1=CC(C)C2CC3OC(O)CC4C(C)=C(OC)C(=O)C(C2(C)C1=O)C34C (stereo not drawn)
    -1.3	2.0
- Cc1c2cnn(CC(=O)N3CCOCC3)c(=O)c2c(C)n1Cc1ccc(F)cc1
    0.2	4.7
- COc1ccc(C(C)C)cc1-c1cncc(NC(C)=O)n1
    2.5	3.2
